Screening results from PubChem BioAssay.
PrPC TRFRET: inhibitors of human cell surface prion protein PrPC, primary screen, cell-based, TR-FRET; Major prion protein (Homo sapiens), P04156; inhibition, % at 13.8 µM; TR-FRET read-out; actives 0.43% (n = 370,000); in the data active means inhibition above about 24%; further: 0% = median of the test wells and 100% = reference compound wells
BoNT-A LC inh2: BoNT/A light chain protease inhibitors, primary screen, biochemical, flow cytometry, MLPCN library; actives 0.17% (n = 360,000); multiplex microsphere protease substrate cleavage; inhibition, % at 10 µM; further: plate controls were buffer without enzyme for full effect and enzyme alone for no effect
Y pestis TopoI: Yersinia pestis topoisomerase I inhibitors, primary screen, biochemical, cleavage product accumulation, plate reader, single point. activity, % at 10 µM. DNA topoisomerase I (Yersinia pestis CO92). Y. pestis Topo-I cleavage product accumulation. actives 0.064% (n = 360,000); in the data active means activity above about 50%, passing the limit was not always enough; inconclusive means no clear call, values can overlap the other calls; further: inactives centre near 2
CCHF vOTU inh: CCHFV vOTU protease inhibitors, primary screen, biochemical, Pep-AMC substrate, fluorescence; AID 651958, 2012; inhibition, % at 11.5 µM; actives 0.55% (n = 370,000); in the data active means inhibition above about 30%; further: 0% = vehicle wells with enzyme and 100% = no enzyme wells
FadD28 FP inh: inhibitors of FadD28 bisubstrate probe binding, primary screen, biochemical, fluorescence polarization, single point; Mycobacterium tuberculosis FadD28 fatty-acid-AMP ligase; inhibition, % at 12.5 µM; actives 0.22% (n = 360,000); AID 588549, 2011; in the data active means inhibition above about 8.5%, passing the limit was not always enough; inconclusive means no clear call, values can overlap the other calls
Anthrax LF inh2: Bacillus anthracis LF protease inhibitors, primary screen, biochemical, multiplex microsphere, MLPCN library | multiplex microsphere protease cleavage assay | actives 0.12% (n = 360,000) | Lethal factor (Bacillus anthracis), P15917 | inhibition, % at 10 µM; further: plate controls were buffer without enzyme for full effect and enzyme alone for no effect
Target sequence (P15917 whole entry, looked up): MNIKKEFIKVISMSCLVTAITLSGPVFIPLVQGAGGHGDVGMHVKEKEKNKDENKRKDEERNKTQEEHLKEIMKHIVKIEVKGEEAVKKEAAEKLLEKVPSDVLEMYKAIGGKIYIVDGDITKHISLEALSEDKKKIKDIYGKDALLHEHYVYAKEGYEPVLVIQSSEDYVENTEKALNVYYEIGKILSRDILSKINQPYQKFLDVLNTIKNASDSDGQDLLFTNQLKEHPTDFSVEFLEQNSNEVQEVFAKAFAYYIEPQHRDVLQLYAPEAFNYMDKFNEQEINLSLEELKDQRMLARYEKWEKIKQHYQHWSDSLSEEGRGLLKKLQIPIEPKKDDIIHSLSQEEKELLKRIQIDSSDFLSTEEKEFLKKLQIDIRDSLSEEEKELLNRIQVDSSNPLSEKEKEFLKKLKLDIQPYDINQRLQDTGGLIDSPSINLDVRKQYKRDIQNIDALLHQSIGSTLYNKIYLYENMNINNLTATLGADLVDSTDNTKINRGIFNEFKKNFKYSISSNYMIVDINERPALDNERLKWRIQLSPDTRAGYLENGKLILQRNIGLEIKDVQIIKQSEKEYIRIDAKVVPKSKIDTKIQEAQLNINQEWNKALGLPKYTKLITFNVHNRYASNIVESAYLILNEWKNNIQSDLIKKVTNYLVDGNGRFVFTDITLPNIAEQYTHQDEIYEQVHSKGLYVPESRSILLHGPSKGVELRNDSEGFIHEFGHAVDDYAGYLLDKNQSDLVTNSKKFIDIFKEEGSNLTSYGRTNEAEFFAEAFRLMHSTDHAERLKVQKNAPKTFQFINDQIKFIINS
TcdB GH inh: TcdB glycohydrolase inhibitors, primary screen, biochemical, single point, plate reader. Toxin B (Clostridioides difficile), P18177. TcdB glycohydrolase enzymatic assay. inhibition, % at 9.99 µM. actives 0.24% (n = 350,000); in the data active means inhibition above about 10%
BoNT F protease: BoNT/F light chain protease inhibitors, primary screen, biochemical, flow cytometry, MLPCN library | Botulinum neurotoxin type F light chain protease (Clostridium botulinum) | Multiplex microsphere protease cleavage assay | actives 0.22% (n = 360,000) | inhibition, % at 10 µM | AID 588497, 2011; in the data active means inhibition above about 35%, passing the limit was not always enough; inconclusive means no clear call, values can overlap the other calls; further: plate controls were buffer without enzyme for full effect and enzyme alone for no effect
PfHsp40 yeast: rescue of yeast from PfHsp40 toxicity, primary screen, S. cerevisiae, ATP luminescence; actives 0.68% (n = 340,000); growth rescue, % at 12.5 µM; S. cerevisiae expressing PfHsp40, growth rescue; in the data active means growth rescue above about 28%, passing the limit was not always enough; inconclusive means no clear call, values can overlap the other calls;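 further: yeast W303a lacking pdr1 and pdr3 grown in galactose medium; growth measured after three days at 30 °C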
Active calls of the source: *; ? = inconclusive; . = not tested or not shown. Unless noted, no stated cut-off is given here; in the data, active means inhibition above about 30%; inconclusive means no clear call, values can overlap the other calls; inactive means below that.

SMILES	PrPC TRFRET	BoNT-A LC inh2	Y pestis TopoI	CCHF vOTU inh	FadD28 FP inh	Anthrax LF inh2	TcdB GH inh	BoNT F protease	PfHsp40 yeast
COc1ccc(NC(=O)CCC(=O)c2ccc(-c3ccccc3)cc2)cc1	0	-0.9	-10	13	0.6	-6	.	4	-0.2
Cc1ccc(C)[n+](CC(=O)c2ccc(-c3ccccc3)cc2)c1	12	-1.1	38	-3	-3.5	1	-0.9	3	-0.1
CN(C)CCCN(C(=O)c1ccco1)c1nc2ccc(F)cc2s1	5	-0.7	-6	-8	-3.2	-2	-0.7	-4	0.5
Cn1c(SCC(=O)c2ccccc2)nnc1-c1cccnc1	1	0.9	-5	-6	-3.3	-2	.	0	-1.2
COCc1nc2ccccc2n1Cc1ccccc1	1	-0.4	-1	-12	-3.4	2	.	-11	0.5
CCc1noc(C)c1C(=O)N(CC)CC(=O)NCc1ccc(Cl)cc1	1	2.2	-10	0	-1.5	-5	1.6	0	-1.0
COc1cccc(N2CCN(CC(=O)Nc3nnc(-c4ccccc4)s3)CC2)c1	3	-0.5	20	4	-0.8	-4	.	2	-0.8
NC(=NCCc1ccccc1)NS(=O)(=O)c1ccccc1	-2	-0.1	-4	-14	-0.4	-1	.	-5	0.1
Cc1cccc(OCCOC(=O)c2ccc(F)c(S(=O)(=O)N3CCOCC3)c2)c1	-1	.	34	-9	-0.5	.	-0.6	.	1.9
Cc1ccc2[nH]c(=O)c(CN(CC3CCCO3)C(=O)c3cccs3)cc2c1 (stereo not given)	-2	1.0	10	-8	-1.4	1	-8.3	-2	-1.9
CCNC(=S)Nc1ccc(S(=O)(=O)Nc2cc(C)nc(C)n2)cc1	-2	-0.4	0	-4	-2.6	-4	1.3	0	0.9
CCOC(=O)C1CCN(C(=O)C2CCN(c3nn4c(=O)cc(C)nc4s3)CC2)CC1	0	-0.7	-3	9	-1.2	-3	0.9	2	1.0
CCOC(=O)c1ccc(NC(=O)NC2=NCCS2)cc1	16	-0.8	4	2	1.2	-5	-5.1	-1	.
CC(c1ccccc1)N1C(=O)C2C3C=CC(C4CC34)C2C1=O (stereo not given)	9	0.0	6	0	-0.3	-3	1.1	-1	-0.4
CCOC(=O)C1=CN(Cc2cccc(F)c2)S(=O)(=O)N(CC)C1c1ccc2ccccc2c1 (stereo not given)	7	0.1	-2	16	-0.7	6	1.2	-5	-2.2
O=C(CC1OC(=O)c2ccccc21)NNC(=O)c1ccc(F)cc1 (stereo not given)	0	-2.5	4	21	.	-11	-1.3	2	-0.9
COc1ccc(-c2cc(C)no2)cc1S(=O)(=O)N1CCOc2ccc(C)cc21	-1	-0.3	-3	6	-4.6	1	1.0	1	0.5
Cc1cc(C)cc(NC(=O)c2ccc(CNc3c(N4CCCC4)c(=O)c3=O)cc2)c1	8	-0.3	7	3	-2.8	3	-0.2	-2	-0.1
O=C(Nc1cccnc1Cl)C1c2ccccc2Oc2ccccc21	-1	0.0	14	-4	0.0	2	.	5	-0.1
COc1cc(OC)cc(C(=O)OCC(=O)Nc2ccc(F)cc2F)c1	-2	-1.6	2	16	-2.8	-2	0.8	-3	-0.8
O=C(Nc1cccc(Cl)c1)c1cccnn1	16	2.6	-4	16	-1.4	11	0.4	-12	-0.4
O=C(NC1CCN(C(=S)Nc2ccc(Cl)cc2)CC1)C1CCCCC1	3	-3.4	2	2	.	-5	-0.6	-15	0.4
CCOc1ncccc1C(=O)Nc1ccc(S(=O)(=O)N2CCCC2)cc1	1	-0.7	6	-6	0.5	-1	0.7	3	-0.3
CCn1nc(C)cc1C(=O)N1CCCC(Nc2ccc(C(C)C)cc2)C1 (stereo not given)	-3	0.8	12	4	-0.5	-2	-1.0	7	1.0
Fc1ccc(NC(=S)NN=Cc2ccccc2Cl)cc1	5	-0.3	-4	-6	-1.2	-5	-1.5	1	-0.9
CCOCCCNC(=O)CN1C(=O)CSc2ccccc21	0	0.2	5	-2	0.7	-2	7.0	5	0.1
COc1ccccc1N(CC(=O)NCCSCc1ccc(C)cc1)S(=O)(=O)c1ccccc1	3	5.1	30	-1	-1.4	0	1.8	4	8.8
CCC(CO)Oc1cc(NC(=O)c2ccccc2F)c2ncn(C(C)C)c2c1 (stereo not given)	-3	0.4	-7	1	-1.6	4	2.8	7	0.2
CCCn1nnnc1SCC(=O)N1CCCC1	-1	0.8	3	-6	-3.5	0	.	-7	0.3
CCn1ccc(C(=O)Nc2ccsc2C(=O)OC)n1	8	0.1	6	0	-0.4	10	1.0	4	2.8
CC(C)C(NC(=O)Nc1ccccc1)C(=O)Nc1cccc(S(=O)(=O)N(C)C)c1 (stereo not given)	3	-2.8	-3	10	-1.9	-1	0.2	-1	-1.1
COc1cc2ccccc2cc1C(=O)NC(=S)Nc1cccc(C(=O)O)c1	-4	0.8	-6	7	-3.9	-6	0.4	3	0.2
CCCCn1c(N)c(N(CCOC)C(=O)C2CCN(S(=O)(=O)c3ccc(Cl)cc3)CC2)c(=O)[nH]c1=O	-4	1.8	1	4	-2.3	-1	1.0	-6	-0.4
COc1ccc(S(N)(=O)=O)cc1C(N)=O	1	0.2	-4	0	0.1	-2	-0.2	-6	0.3
O=C(OC(C(=O)NC1CCCCC1)c1ccccn1)c1cccs1 (stereo not given)	2	-0.6	5	-12	-2.1	-2	.	-12	-0.3
Nc1c(Br)cc([N+](=O)[O-])cc1[N+](=O)[O-]	-58	-0.1	-1	3	-1.9	-3	0.7	-4	-1.3
N#Cc1c(C(F)(F)F)cc(-c2ccccc2)nc1SCCN1CCOCC1	-3	-0.1	7	-13	-4.6	-1	4.3	-2	0.9
O=C(Cc1ccc([N+](=O)[O-])cc1)N1CCCc2ccccc21	-8	0.2	10	-7	-3.4	-2	1.4	-2	-0.9
CCOC(=O)c1cc2c(ccn2-c2ccc(F)cc2)n1CC(=O)N(CC)CC	10	-0.9	15	10	-1.1	-2	2.0	-5	1.3
CCN(CC(=O)NCCc1ccc(S(N)(=O)=O)cc1)Cc1nc2cc(OC)c(OC)cc2c(=O)[nH]1	-10	0.3	1	5	-1.1	-5	.	-2	21
COc1cc(NS(=O)(=O)c2ccc(NC(=O)c3cccnc3)cc2)ncn1	5	-3.0	-9	-6	0.4	-1	-1.2	0	-1.0
CC(O)CNc1nc2sc3c(c2c(=O)n1Cc1ccco1)CCCCC3 (stereo not given)	0	-1.3	11	-11	1.1	-11	0.3	-6	0.1
COc1ccc(CNC(=O)CCn2c(=O)[nH]c3ccccc3c2=O)cc1	0	0.4	3	-2	-1.2	-3	-1.7	0	0.3
O=C(C[n+]1ccccc1)N/N=C/c1cccc(Cl)c1Cl	-2	1.3	-14	-8	.	-9	-5.7	-19	12
CCc1ncc(CN2CCCC(C(=O)Nc3ccc(-c4cscn4)cc3)C2)cn1 (stereo not given)	1	-2.1	7	5	0.6	-2	-1.6	-2	0.1
Cn1c(O)c(C=NC2CCCCCC2)c(=O)[nH]c1=S	7	-1.3	-1	15	-0.2	0	-8.1	-8	-0.7
CC(=O)N(c1ccccc1)C1CCCC1	0	0.2	-10	11	-1.6	1	-0.3	-4	0.1
COCCCNC(=S)N/N=C/c1ccc(OC)cc1	-4	-1.1	-4	-8	-2.8	8	1.4	?	0.7
Cn1c(=O)n(C)c2cc([N+](=O)[O-])c(N3CCN(C(=O)c4ccc(Cl)cc4)CC3)cc21	2	-0.5	7	1	0.2	-4	-0.4	-11	-0.3
O=C1CSC(c2cn(-c3ccccc3)nc2-c2ccc3c(c2)OCCO3)N1CCN1CCOCC1 (stereo not given)	-6	0.4	11	-2	-2.1	-3	.	-3	0.5
CCOC(=O)C(C(=O)OCC)C(C)C#CCN1CCCCC1 (stereo not given)	-2	-0.8	6	-2	-3.4	-4	.	-8	0.1
CCOc1cc(NS(=O)(=O)c2ccc(Cl)cc2)c(OCC)cc1NC(=O)CC(C)C	-9	-1.1	0	-1	0.0	-4	.	-19	-1.0
O=C(NC1CCCCC1)c1ccc(-n2cnnn2)cc1	5	-1.6	-4	-4	-0.4	0	0.5	-9	0.1
COCCNC(=O)C(c1ccc(F)cc1)N(C(=O)CCC(=O)Nc1ccccn1)c1cccc(C)c1 (stereo not given)	-3	-0.1	20	8	-0.1	-4	1.7	2	-1.8
CCN1CCN(CCCNC(=O)Cn2cc3c(n2)CCCC3)CC1	0	0.0	6	-2	-4.0	-4	-0.1	-7	-0.6
CC(c1nnc(Sc2nnnn2-c2ccccc2)n1-c1ccc(F)cc1)N(C)C (stereo not given)	-1	0.0	-16	1	-1.1	6	.	-8	-1.0
Cc1ccccc1NC(=O)c1cnc2ccccn2c1=O	-2	-0.5	-6	8	-2.7	-3	.	-3	0.9
COc1cc(-n2c(C)nc3cc(C(=O)N4CCOCC4)ccc32)cc(OC)c1OC	8	-0.8	-1	1	-1.0	-4	.	-13	-0.2
O=C(CSc1nncn1-c1ccccc1)N1CCCC1	-4	-2.2	1	5	-1.8	-12	0.5	7	0.2
Cc1ccc(S(=O)(=O)c2ccccc2)cc1S(=O)(=O)N1CCOCC1	0	0.2	2	-5	0.2	-6	.	-3	0.1

Molecules listed so far that have an NH in an aromatic ring:
SMILES	PrPC TRFRET	BoNT-A LC inh2	Y pestis TopoI	CCHF vOTU inh	FadD28 FP inh	Anthrax LF inh2	TcdB GH inh	BoNT F protease	PfHsp40 yeast
Cc1ccc2[nH]c(=O)c(CN(CC3CCCO3)C(=O)c3cccs3)cc2c1 (stereo not given)	-2	1.0	10	-8	-1.4	1	-8.3	-2	-1.9
CCCCn1c(N)c(N(CCOC)C(=O)C2CCN(S(=O)(=O)c3ccc(Cl)cc3)CC2)c(=O)[nH]c1=O	-4	1.8	1	4	-2.3	-1	1.0	-6	-0.4
CCN(CC(=O)NCCc1ccc(S(N)(=O)=O)cc1)Cc1nc2cc(OC)c(OC)cc2c(=O)[nH]1	-10	0.3	1	5	-1.1	-5	.	-2	21
COc1ccc(CNC(=O)CCn2c(=O)[nH]c3ccccc3c2=O)cc1	0	0.4	3	-2	-1.2	-3	-1.7	0	0.3
Cn1c(O)c(C=NC2CCCCCC2)c(=O)[nH]c1=S	7	-1.3	-1	15	-0.2	0	-8.1	-8	-0.7

As entered above.
Value for `CCN1CCN(CCCNC(=O)Cn2cc3c(n2)CCCC3)CC1` in BoNT-A LC inh2: 0.0
Value for `O=C(C[n+]1ccccc1)N/N=C/c1cccc(Cl)c1Cl` in BoNT F protease: -19

Next compounds.
SMILES	PrPC TRFRET	BoNT-A LC inh2	Y pestis TopoI	CCHF vOTU inh	FadD28 FP inh	Anthrax LF inh2	TcdB GH inh	BoNT F protease	PfHsp40 yeast
COc1cccc(NCc2cc3c(C(C)(C)C)nn(-c4ccccc4)c3[nH]c2=O)c1	4	1.4	3	4	-0.3	1	.	-3	-0.4
CCc1nnc(NC(=O)CSC(=S)N2CCOCC2)s1	2	-1.4	12	-5	-2.2	-1	-0.9	2	0.1
CN[C@H]1CCc2cc(OC)c(OC)c(OC)c2-c2ccc(OC)c(=O)cc21	-3	-0.1	1	19	-0.7	-1	1.4	-2	5.9
CC1(C)CC(NC(=O)c2ccc(-c3ccc([N+](=O)[O-])cc3)o2)CC(C)(C)N1	-37	5.5	-22	9	-1.9	-1	0.1	-11	0.1
Cc1ccccc1OCC(=O)NC1CCCCCCC1	8	-1.3	29	11	-2.2	2	0.7	-25	2.1
COc1cc(NC(=O)CSc2ccc(-c3ccco3)nn2)cc(OC)c1	0	0.9	17	-3	-7.0	-1	0.3	2	-1.1
Cc1cccc(OCC(=O)NCCN2CCOCC2)c1	-1	-2.5	6	-9	-2.1	-2	.	-5	-0.2
CC(=O)NC(c1ccccc1)c1nc(-c2cc(F)cc(F)c2)cs1 (stereo not given)	9	0.1	7	5	-2.7	-4	0.3	1	.
COc1ccc(OC)c2sc(N3CCc4ccccc4C3)nc12	-1	-0.2	9	3	-0.9	-2	1.9	-3	3.2
